Compound activity as filed in PubChem.
PPARg SRC-3 ag = PPARgamma agonists recruiting SRC-3 coactivator, primary screen, biochemical; AID 731, 2007; activation, % at 8 µM; biochemical PPARgamma/SRC-3 coactivator recruitment assay; 200,000 tested, 0.26% active; in the data active means activation above about 23%;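 further: 0% = DMSO and 100% = reference agonist; some compounds past the cut are filed as inactive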
Target sequence (P37231 whole entry, looked up): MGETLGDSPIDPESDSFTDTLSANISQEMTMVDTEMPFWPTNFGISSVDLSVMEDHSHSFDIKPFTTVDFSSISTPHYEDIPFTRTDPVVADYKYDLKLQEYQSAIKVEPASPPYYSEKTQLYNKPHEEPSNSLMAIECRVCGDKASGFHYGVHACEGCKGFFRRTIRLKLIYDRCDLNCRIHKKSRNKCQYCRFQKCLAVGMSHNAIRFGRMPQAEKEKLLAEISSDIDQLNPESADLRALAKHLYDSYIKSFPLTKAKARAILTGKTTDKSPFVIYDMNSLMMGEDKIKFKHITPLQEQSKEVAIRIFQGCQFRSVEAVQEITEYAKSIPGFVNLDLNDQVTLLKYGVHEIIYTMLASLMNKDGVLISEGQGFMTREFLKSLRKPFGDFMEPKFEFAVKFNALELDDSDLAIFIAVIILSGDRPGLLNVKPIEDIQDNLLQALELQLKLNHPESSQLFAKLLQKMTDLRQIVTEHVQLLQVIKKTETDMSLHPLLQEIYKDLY
PPARg SRC-1 ag = PPARgamma agonists recruiting SRC-1 coactivator, primary screen, biochemical | activation, % at 8 µM | PPARgamma-SRC-1 coactivator recruitment biochemical assay | 200,000 tested, 0.41% active; in the data active means activation above about 19%;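 further: 0% = DMSO and 100% = reference agonist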
ROMK primary = ROMK potassium channel modulators, primary screen, cell-based, thallium flux, MLSMR library; B-score at 10 µM; ATP-sensitive inward rectifier potassium channel 1 (Homo sapiens), P48048; 130,000 tested, 2% active; Tet-inducible ROMK, thallium flux fluorescence; actives lie on both sides;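 active means signal ratio slope over the read window, or its plate-corrected B-score, at least 3 SD from the plate mean, either direction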;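 further: B-score of the F/F0 ratio slope over 7 to 12 s after thallium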
STAT1 inh = STAT1 signaling inhibitors, primary screen, cell-based, HTS, luciferase reporter; NIH 3T3 STAT1-luciferase reporter, IFN-gamma, luminescence; inhibition, % at 5.5 µM; 200,000 tested, 0.35% active;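 active means inhibition above a set limit, the mean inhibition across all tested compounds plus 3 SD, cut at about 34% in these data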;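 further: 0% = IFN-gamma with DMSO and 100% = IFN-gamma with 300 µM nifuroxazide; values of inactives mirror those of a sister screen read the other way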
STAT3 inh = IL-6 driven STAT3 reporter inhibitors, primary screen, U3A cells, luciferase, luminescence, MLSCN library; IL-6 STAT3-luciferase reporter; host cell line lacks STAT1; inhibition, % at 5.5 µM; 190,000 tested, 0.89% active; AID 862, 2007;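 active means inhibition above the mean inhibition across all screened compounds plus 3 SD, cut at about 44% in these data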;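 further: 0% = DMSO only wells and 100% = 100 µM nifuroxazide control wells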
S1P3 antagonist = S1P3 receptor antagonists, primary screen, cell-based; inhibition, % at 4.98 µM; CHO S1P3 NFAT-BLA reporter, FRET fluorescence, antagonist mode; 170,000 tested, 0.27% active; Sphingosine 1-phosphate receptor 3 (Homo sapiens), Q99500; AID 485, 2006;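 active means inhibition above the plate cutoff, the mean inhibition of test wells on that plate plus 3 SD, cut at about 28% in these data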;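 further: cells challenged with S1P at its EC80 of 0.8 µM; blue over green emission ratio from cleaved BLA substrate after 4 h stimulation; 0% = S1P-stimulated wells and 100% = unstimulated DMSO-only wells; some compounds past the cut are filed as inactive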
Target sequence (Q99500 whole entry, looked up): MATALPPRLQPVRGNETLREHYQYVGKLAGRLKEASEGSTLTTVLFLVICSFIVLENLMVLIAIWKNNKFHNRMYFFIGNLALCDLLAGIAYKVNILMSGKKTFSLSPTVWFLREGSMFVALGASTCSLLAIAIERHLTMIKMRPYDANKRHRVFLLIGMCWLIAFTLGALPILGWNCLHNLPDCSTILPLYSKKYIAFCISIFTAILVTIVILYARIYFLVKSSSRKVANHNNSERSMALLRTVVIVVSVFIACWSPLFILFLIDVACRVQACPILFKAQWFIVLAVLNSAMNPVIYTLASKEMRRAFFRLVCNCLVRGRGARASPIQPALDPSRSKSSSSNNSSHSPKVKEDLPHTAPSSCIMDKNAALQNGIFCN
TLR4 MyD88 comp = inhibitors of TLR4-MyD88 association in cells, primary screen, cell-based, HeLa CL3-4, BLA complementation, FRET ratio; Toll-like receptor 4 (Homo sapiens) + Myeloid differentiation primary response protein …; HeLa CL3-4 TLR4/MyD88 BLA complementation; inhibition, % at 8.4 µM; 200,000 tested, 0.18% active; AID 861, 2007; in the data active means inhibition above about 25%;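 further: 0% = vehicle and 100% = reference inhibitor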
PPARg SRC2 recr = agonists of PPARg-SRC-2 recruitment, primary screen, biochemical, HTS; Peroxisome proliferator-activated receptor gamma (Homo sapiens), P37231; PPARgamma LBD-SRC-2 recruitment; activation, % at 8 µM; 200,000 tested, 0.34% active; in the data active means activation above about 22%;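 further: 0% = vehicle and 100% = reference agonist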
STAT3 act = IL-6 driven STAT3 reporter potentiators, primary screen, U3A cells, luciferase, luminescence, MLSCN library. IL-6 STAT3-luciferase reporter; 100% = signal with IL-6 EC80 alone. activation (% of control), % at 5.6 µM. 190,000 tested, 0.91% active;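 active means activation above the screen-wide mean of compound activation plus 3 SD, cut at about 130% in these data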;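 further: 0% = background luminescence of wells with medium and substrate only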
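Test system: STAT3-luciferase reporter U3A cells; Detection: reporter luminescence signal; Times: 1 h compound pre-exposure, 6 h IL-6 stimulation, 37 °C; Benchmarks: IL-6-only high control; Also added: IL-6 stimulus at 33 ng/mL final.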
RAM inhibit = inhibitors of the yeast RAM network, primary screen, dse1pr::URA3 reporter, 5-FOA selection; AID 868, 2007; 190,000 tested, 1.8% active; S. cerevisiae dse1pr::URA3 reporter, 5-FOA growth OD615, 2 d; analog-sensitive cbk1-as2 kinase mutant strain; inhibition, % at 50 µM;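 active means inhibition above a set limit, 3 SD over mean compound inhibition, cut at about 8.4% in these data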;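 further: 0% = DMSO-only wells with no growth and 100% = 10 µM 1-NA-PP1 full growth; inhibition rescues growth on 5-FOA so higher OD means more RAM inhibition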
SRC2 TRFRET art = TR-FRET signal artefacts, primary screen, artefact control for PPARgamma SRC-2 agonist project, biochemical; AID 1049, 2008; 200,000 tested, 0.4% active; TR-FRET ratio at 8 µM; TR-FRET artefact counter-screen; active compounds read high; in the data active means TR-FRET ratio above about 2000; further: inactives centre near 1500
The depositor's hits bear a star.

Results for CCN(CC)S(=O)(=O)c1cc(NC(=O)C(C)N2CCN(Cc3ccc4c(c3)OCO4)CC2)ccc1C (configuration not stated) ?
PPARg SRC-3 ag: 3; PPARg SRC-1 ag: -2; ROMK primary: -0.79; STAT1 inh: 1; STAT3 inh: 15; S1P3 antagonist: 3; TLR4 MyD88 comp: 9; PPARg SRC2 recr: 1; STAT3 act: 93; RAM inhibit: 0.0; SRC2 TRFRET art: 1383

Results for O=C(c1ccc(Cl)cc1)C1CCCN(Cc2ccc(Oc3ncccn3)cc2)C1 (configuration not stated) ?
PPARg SRC-3 ag: 4; PPARg SRC-1 ag: 11; ROMK primary: -0.022; STAT1 inh: 12; STAT3 inh: 14; S1P3 antagonist: -2; TLR4 MyD88 comp: -2; PPARg SRC2 recr: 7; STAT3 act: 97; RAM inhibit: 2.0; SRC2 TRFRET art: 1707

Results for Cc1nonc1NC(=O)Nc1cccnc1 ?
PPARg SRC-3 ag: -3; PPARg SRC-1 ag: 5; ROMK primary: 0.013; STAT1 inh: 2; STAT3 inh: 8; S1P3 antagonist: -5; TLR4 MyD88 comp: 2; PPARg SRC2 recr: -3; STAT3 act: 95; RAM inhibit: 1.5; SRC2 TRFRET art: 1474

What do the screens show for `O=C(NCC(c1cccs1)N1CCOCC1)c1ccccc1NS(=O)(=O)c1cc([N+](=O)[O-])ccc1Cl` (configuration not stated)?
PPARg SRC-3 ag: -2; PPARg SRC-1 ag: -9; STAT1 inh: 0; STAT3 inh: -1; S1P3 antagonist: -1; TLR4 MyD88 comp: 4; PPARg SRC2 recr: -1; STAT3 act: 97; RAM inhibit: 1.3; SRC2 TRFRET art: 1497

What do the screens show for `C=CCc1cc(C=O)cc(OC)c1OCc1ccc(Cl)cc1`?
PPARg SRC-3 ag: 3; PPARg SRC-1 ag: 4; STAT1 inh: 5; STAT3 inh: 8; TLR4 MyD88 comp: -25; PPARg SRC2 recr: 11; STAT3 act: 98; RAM inhibit: 1.2; SRC2 TRFRET art: 1581

Results for O=C(CN1C(=O)C2CCCCC2C1=O)OCn1nnc2ccccc2c1=O (configuration not stated) ?
PPARg SRC-3 ag: 2; PPARg SRC-1 ag: 5; ROMK primary: -1.1; STAT1 inh: -4; STAT3 inh: 3; S1P3 antagonist: -6; TLR4 MyD88 comp: 2; PPARg SRC2 recr: 0; STAT3 act: 101; RAM inhibit: 3.2; SRC2 TRFRET art: 1629

Results for Cc1ccc(-c2nnc(Nc3ccc(C(N)=O)cc3)c3ccccc23)cc1S(=O)(=O)NCC1CCCO1 (configuration not stated) ?
PPARg SRC-3 ag: 4; PPARg SRC-1 ag: 8; ROMK primary: 0.27; STAT1 inh: 5; STAT3 inh: 5; S1P3 antagonist: 5; TLR4 MyD88 comp: 5; PPARg SRC2 recr: 8; STAT3 act: 95; RAM inhibit: 0.6; SRC2 TRFRET art: 1542

What do the screens show for `O=C(CSc1nccn1-c1ccccc1)c1ccc(Br)cc1`?
PPARg SRC-3 ag: -4; PPARg SRC-1 ag: -8; STAT1 inh: 3; STAT3 inh: 6; TLR4 MyD88 comp: -2; PPARg SRC2 recr: -12; STAT3 act: 96; RAM inhibit: 11*; SRC2 TRFRET art: 1300

How did CCOc1cc([N+](=O)[O-])cc2c1C(=O)Nc1ccccc1O2 do in these assays?
PPARg SRC-3 ag: -2; PPARg SRC-1 ag: 2; ROMK primary: 0.14; STAT1 inh: -3; STAT3 inh: -30; S1P3 antagonist: 4; TLR4 MyD88 comp: 7; PPARg SRC2 recr: 2; STAT3 act: 129; RAM inhibit: 2.3; SRC2 TRFRET art: 1589

Results for CC1(C)CC(=O)c2c(nc3ccccc3c2N)C1 ?
PPARg SRC-3 ag: 15; PPARg SRC-1 ag: -4; ROMK primary: -1.1; STAT1 inh: 3; STAT3 inh: 18; S1P3 antagonist: -42; TLR4 MyD88 comp: 5; PPARg SRC2 recr: 4; STAT3 act: 88; RAM inhibit: -0.1; SRC2 TRFRET art: 1513

What do the screens show for `CC(NC(=O)c1ccc(F)cc1)c1ccc2c(c1)CCCC2` (configuration not stated)?
PPARg SRC-3 ag: -4; PPARg SRC-1 ag: 0; STAT1 inh: 5; STAT3 inh: 25; TLR4 MyD88 comp: 0; PPARg SRC2 recr: 12; STAT3 act: 88; RAM inhibit: 2.7; SRC2 TRFRET art: 1676

How did Cc1cc(C)nc(SCCCn2c(=O)[nH]c3ccccc32)n1 do in these assays?
PPARg SRC-3 ag: -14; PPARg SRC-1 ag: 0; ROMK primary: -0.39; STAT1 inh: 2; STAT3 inh: 14; S1P3 antagonist: -45; TLR4 MyD88 comp: -6; PPARg SRC2 recr: -18; STAT3 act: 93; RAM inhibit: -0.8; SRC2 TRFRET art: 1463

What do the screens show for `C/C(N)=C(/C#N)C(=O)CSc1nn(-c2ccc(Cl)cc2)c(=S)s1`?
PPARg SRC-3 ag: 6; PPARg SRC-1 ag: 2; ROMK primary: 1.4; STAT1 inh: -9; STAT3 inh: -10; S1P3 antagonist: 7; TLR4 MyD88 comp: 0; PPARg SRC2 recr: -3; STAT3 act: 109; RAM inhibit: 5.7; SRC2 TRFRET art: 1694

Results for C=CCNC(=S)NNC(=O)c1csc(CC)c1 ?
PPARg SRC-3 ag: 4; PPARg SRC-1 ag: 4; ROMK primary: -0.21; STAT1 inh: 3; STAT3 inh: 4; S1P3 antagonist: 3; TLR4 MyD88 comp: 0; PPARg SRC2 recr: -2; STAT3 act: 100; RAM inhibit: 2.1; SRC2 TRFRET art: 1603

What do the screens show for `COc1ccc(OC)c2sc(NC(=O)C3=COCCO3)nc12`?
PPARg SRC-3 ag: 2; PPARg SRC-1 ag: -2; STAT1 inh: -3; STAT3 inh: 13; S1P3 antagonist: -24; TLR4 MyD88 comp: -9; PPARg SRC2 recr: 10; STAT3 act: 97; RAM inhibit: 3.1; SRC2 TRFRET art: 1443

How did COc1ccc(-c2cc(C(=O)Nc3ccccc3N3CCOCC3)c3ccccc3n2)cc1OC do in these assays?
PPARg SRC-3 ag: 3; PPARg SRC-1 ag: 8; ROMK primary: 0.59; STAT1 inh: 5; STAT3 inh: 2; S1P3 antagonist: -9; TLR4 MyD88 comp: -3; PPARg SRC2 recr: 5; STAT3 act: 100; RAM inhibit: 1.8; SRC2 TRFRET art: 1418

Results for CCOc1ncccc1C(=O)NCc1ccccc1 ?
PPARg SRC-3 ag: -1; PPARg SRC-1 ag: -3; STAT1 inh: -2; STAT3 inh: -1; S1P3 antagonist: -9; TLR4 MyD88 comp: 1; PPARg SRC2 recr: -4; STAT3 act: 101; RAM inhibit: 2.5; SRC2 TRFRET art: 1537

Results for CC(C)N(C(=O)Cn1c(Cl)nc2ccccc21)C(C)C ?
PPARg SRC-3 ag: 9; PPARg SRC-1 ag: 14; ROMK primary: -0.59; STAT1 inh: 7; STAT3 inh: 9; S1P3 antagonist: 7; TLR4 MyD88 comp: 6; PPARg SRC2 recr: 10; STAT3 act: 94; RAM inhibit: 1.2; SRC2 TRFRET art: 1834

What do the screens show for `COc1ccc(N(C(=O)C2CSC(=O)C2)C(C(=O)NC(C)(C)C)c2ccncc2)cc1` (configuration not stated)?
PPARg SRC-3 ag: 6; PPARg SRC-1 ag: 7; ROMK primary: 0.65; STAT1 inh: -5; STAT3 inh: 1; S1P3 antagonist: -14; TLR4 MyD88 comp: 7; PPARg SRC2 recr: 1; STAT3 act: 106; RAM inhibit: 0.8; SRC2 TRFRET art: 1605

What do the screens show for `NC(=O)CSc1nccn1Cc1ccc2c(c1)OCO2`?
PPARg SRC-3 ag: 0; PPARg SRC-1 ag: 1; STAT1 inh: 2; STAT3 inh: -7; S1P3 antagonist: 2; TLR4 MyD88 comp: -1; PPARg SRC2 recr: -5; STAT3 act: 108; RAM inhibit: 2.5; SRC2 TRFRET art: 1540

How did CCn1c(/C=C/N(C(C)=O)c2ccccc2)[n+](CC)c2ccc(Cl)cc21 do in these assays?
PPARg SRC-3 ag: 0; PPARg SRC-1 ag: -1; ROMK primary: 0.028; STAT1 inh: 6; STAT3 inh: 11; S1P3 antagonist: 3; TLR4 MyD88 comp: 9; PPARg SRC2 recr: 2; STAT3 act: 94; RAM inhibit: 2.5; SRC2 TRFRET art: 1439

Results for Cc1ccc(C(c2sc3ncnn3c2O)N2CC(C)CC(C)C2)cc1 (configuration not stated) ?
PPARg SRC-3 ag: 6; PPARg SRC-1 ag: 4; STAT1 inh: -1; STAT3 inh: 9; S1P3 antagonist: 11; TLR4 MyD88 comp: -2; PPARg SRC2 recr: 1; STAT3 act: 97; RAM inhibit: 2.9; SRC2 TRFRET art: 1554

What do the screens show for `CC(C)(C)NC(=O)Cn1nnc(-c2ccccc2Cl)n1`?
PPARg SRC-3 ag: 9; PPARg SRC-1 ag: 8; ROMK primary: -0.064; STAT1 inh: -45; STAT3 inh: 3; S1P3 antagonist: -2; TLR4 MyD88 comp: 5; PPARg SRC2 recr: 2; STAT3 act: 100; RAM inhibit: 1.6; SRC2 TRFRET art: 1749

How did Cn1nnnc1SCc1cc(=O)n2ccsc2n1 do in these assays?
PPARg SRC-3 ag: -1; PPARg SRC-1 ag: -7; STAT1 inh: -3; STAT3 inh: -2; S1P3 antagonist: 2; TLR4 MyD88 comp: 4; PPARg SRC2 recr: -7; STAT3 act: 105; RAM inhibit: 3.4; SRC2 TRFRET art: 1498

How did N/C(=N\OC(=O)COc1ccc(Cl)cc1Cl)c1ccccn1 do in these assays?
PPARg SRC-3 ag: 0; PPARg SRC-1 ag: -9; ROMK primary: 0.5; STAT1 inh: 25; STAT3 inh: 30; S1P3 antagonist: 2; TLR4 MyD88 comp: 11; PPARg SRC2 recr: -10; STAT3 act: 77; RAM inhibit: 0.5; SRC2 TRFRET art: 1258

What do the screens show for `COc1ccc(S(=O)(=O)N(C)CC(=O)O)c2ccccc12`?
PPARg SRC-3 ag: 2; PPARg SRC-1 ag: 5; ROMK primary: 1.8; STAT1 inh: -5; STAT3 inh: -4; S1P3 antagonist: 14; TLR4 MyD88 comp: -4; PPARg SRC2 recr: -6; STAT3 act: 107; RAM inhibit: 3.8; SRC2 TRFRET art: 1733
